# From PubChem
# Lipid droplet – inhibitors of hepatocyte lipid droplet formation, primary screen, imaging, high-throughput imaging, BODIPY stain; inhibition, % at 6.5 µM; AML12 mouse hepatocytes, oleate lipid droplets; AID 1656, 2009; 0.4% of 240,000 active;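 active = lipid droplet intensity inhibited by at least 50%, with more than 500 cells counted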
#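 Material – AML12 mouse liver cells · Also added – oleate loading, 100 µM · Compound dosing – 6.5 µM single-point dosing · Times – overnight treatment with compound plus oleate · Measured by – fluorescence imaging, 20x objective, two fields per well · Read-out – percent inhibition of filter-corrected integrated lipid droplet intensity per well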
# GPR35 antagonists – GPR35 antagonists blocking zaprinast-driven arrestin recruitment, primary screen, imaging, U2OS, beta-arrestin-GFP, zaprinast agonist (AID 2058) | G-protein coupled receptor 35 (Homo sapiens) | U2OS GPR35 beta-arrestin-GFP translocation imaging, zaprinast antagonism; higher % means a stronger effect | inhibition, % at 10 µM; hits with a dose series show IC50 in µM | 0.052% of 290,000 active;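 active = inhibition of at least 50% with at least 30 cells and total cytoplasm GFP at most 10,000,000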
# NTR1 agonist – agonists of NTR1, primary screen, imaging, U2OS cells, beta-arrestin-GFP, high content (AID 493036); Neurotensin receptor type 1 (Homo sapiens), P30989; NTR1-U2OS beta-arrestin-GFP spot imaging, agonist mode; activation, % at 20 µM; 0.17% of 330,000 active;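 active = activation at or above 40% of the spot to cytoplasm intensity ratio, with at least 20 cells analyzed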;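 note: 0% = DMSO without peptide and 100% = 100 nM NTR1 peptide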
# Target sequence (P30989 whole entry, looked up): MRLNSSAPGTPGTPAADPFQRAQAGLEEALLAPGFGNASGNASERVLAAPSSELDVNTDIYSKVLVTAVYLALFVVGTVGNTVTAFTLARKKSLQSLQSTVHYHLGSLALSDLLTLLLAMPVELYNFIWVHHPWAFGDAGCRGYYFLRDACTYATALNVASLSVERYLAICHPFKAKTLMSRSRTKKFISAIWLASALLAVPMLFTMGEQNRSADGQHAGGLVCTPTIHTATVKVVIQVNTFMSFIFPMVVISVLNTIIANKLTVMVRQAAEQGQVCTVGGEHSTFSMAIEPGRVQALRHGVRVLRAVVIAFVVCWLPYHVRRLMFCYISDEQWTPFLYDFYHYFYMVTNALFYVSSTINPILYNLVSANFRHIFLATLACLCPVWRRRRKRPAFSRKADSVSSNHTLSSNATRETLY
# Rac1 GTP hydrolysis – MgcRacGAP GTPase-activating activity inhibitors, confirmation, biochemical, ADP Hunter fluorescence; MgcRacGAP-stimulated Rac1 GTP hydrolysis, ADP Hunter fluorescence; higher % means a stronger effect; GST-tagged Rac1 F28L mutant substrate; AID 624330, 2012; 0.6% of 340,000 active; inhibition, % at 30 µM, or IC50 in µM where a hit was titrated;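 active = first-screen hits whose inhibition reached a set limit at any dose in the follow-up dose series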;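 note: fluorescence reports GDP produced by GAP-driven GTP hydrolysis; strong numbers were not always called active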
# T cell modulator – modulators of CD8 T cell-vesicle binding, primary screen, mouse 2C CD8+ T cells, flow cytometry | 2C CD8+ T cell-vesicle binding; active compounds read low | calls only at 7 µM | 0.068% of 330,000 active | AID 2052, 2009;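 active = response, share of CD8 T cells binding vesicles, and their 90th percentile fluorescence all below set limits, cut at about 80% in these data, passing the limit was not always enough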
#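 Test system: purified 2C TCR transgenic mouse naive CD8+ T cells. Probe or stimulus: QL9-peptide-loaded Drosophila micro-vesicles bearing Ld, ICAM-1 and B7-1. Incubation: binding step 1.5 h, 37 °C, antibody labelling 20 min, ice. Measured by: flow cytometry of vesicle-bound cells.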
# LYP phosphatase – inhibitors of LYP phosphatase, biochemical, fluorescence intensity, uHTS (AID 1779) | one-dose inhibition, % at 11.5 µM; IC50 in µM for titrated hits | recombinant LYP phosphatase, fluorescence intensity; higher % means a stronger effect | 0.054% of 290,000 active | Tyrosine-protein phosphatase non-receptor type 22 (Homo sapiens); in the data active = inhibition above about 50%;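 note: plate controls were vehicle with enzyme for no effect and no enzyme for full effect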
# GPR55 LPI antagonism – GPR55 antagonists blocking LPI-driven arrestin recruitment, primary screen, imaging, U2OS, beta-arrestin-GFP, LPI agonist (AID 2013); U2OS GPR55 beta-arrestin-GFP translocation imaging, LPI antagonism; higher % means a stronger effect; inhibition, % at 10 µM, or IC50 in µM where a hit was titrated; G-protein coupled receptor 55 (Homo sapiens); 0.13% of 290,000 active;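 active = spots per cell inhibited over 60%, with over 100 cells counted and total cytoplasm intensity under 500,000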;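 note: U2OS cells stably carrying GPR55 and arrestin-GFP stimulated by 5 µM LPI near EC80; imaged beta-arrestin-GFP aggregate spots per cell after agonist stimulation; plate controls were LPI-stimulated DMSO wells for no effect and DMSO wells without LPI for full effect; some results filed as inactive read as strong as hits; confirmed hits need IC50 under 10 µM and bright autofluorescent wells are also inconclusive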
# SV40 large T antigen – SV40 large T antigen inhibitors, biochemical (AID 1903) | 0.39% of 310,000 active | inhibition, % at 20 µM; hits with a dose series show IC50 in µM | SV40 large T antigen ATPase/helicase inhibition assay; higher % means a stronger effect; in the data active = a potency from the dose series; note: strong numbers were not always called active
# GPR55 beta-arrestin – GPR55 agonists via beta-arrestin recruitment, primary screen, imaging, U2OS cells, beta-arrestin-GFP redistribution (AID 1961) | activation, % at 10 µM, or EC50 in µM where a hit was titrated | 0.048% of 290,000 active | U2OS GPR55 beta-arrestin-GFP redistribution imaging; higher % means a stronger effect;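 active = activation above 40% with more than 50 cells counted in the well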;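 note: U2OS osteosarcoma cells stably expressing GPR55 and beta-arrestin-GFP; plate controls were DMSO negative control for no effect and LPI positive control for full effect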
# Lipid droplet cells 6.5 µM – also measured in Lipid droplet; calls as there; cell count; measured here: cell count, cytotoxicity flag;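 cells counted across two imaged fields per well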
# T cell modulator vesicle-bound % – further read-out of T cell modulator, marked with its call; double positive events, %; measured here: CD8+ vesicle-bound cell fraction;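 binding gate set so that unloaded-vesicle control wells show 10% double positive cells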
# NTR1 agonist cell count 20 µM – recorded beside NTR1 agonist, whose call it bears; cell count; measured here: cell count, cytotoxicity flag
# * hit, by the source's call; i = inactive; x = no result given.
1	CN(C)CCCNC(=O)c1ccc(/C=N/O)nc1
2	COCCNC(C)C(=O)C12CC3CC(CC(C3)C1)C2 (stereo not given)
3	Cc1ccc(C(=O)NCC(c2ccco2)N2CCc3ccccc32)cc1C (stereo not given)
4	CCc1ccccc1NC1Nc2cc(C)nn2S1 (stereo not given)
5	CC(C)(C)NS(=O)(=O)c1ccc2nc(NC(=O)c3ccc(N4C(=O)CCC4=O)cc3)sc2c1
6	CN(C)C(=O)N(CCCN1CCOCC1)Cc1cccc2ccccc12
7	CCOC(=O)c1c(C)oc2c1c(C(c1ccccc1)N1CCOCC1)c(O)c1ccccc12 (stereo not given)
8	CC(=O)Nc1ccc(S(=O)(=O)N(C)CC(=O)NCCC2=CCCCC2)cc1

Compound	1	2	3	4	5	6	7	8
Lipid droplet	11	8	x	-9	10	-1	-1	-4
Lipid droplet cells 6.5 µM	771	701	x	713	705	684	784	696
GPR35 antagonists	6%	-4%	x	-3%	-5%	-3%	3%	-7%
NTR1 agonist	-1.0	-0.3	1.9	0.3	1.6	-1.2	21	0.5
NTR1 agonist cell count 20 µM	21	37	60	55	49	39	95	50
Rac1 GTP hydrolysis	-1%	4%	-4%	-2%	7%	x	3%	1%
T cell modulator	x	i	i	i	i	i	i	i
T cell modulator vesicle-bound %	x	58	42	23	18	22	46	11
LYP phosphatase	4%	-16%	x	-5%	-7%	1%	0%	1%
GPR55 LPI antagonism	7%	-1%	x	2%	9%	-8%	-11%	1%
SV40 large T antigen	15%	15%	14%	13%	-2%	6%	3%	-13%
GPR55 beta-arrestin	0.0%	-0.1%	x	0.2%	0.0%	0.0%	-0.1%	-0.1%

9	CC(C)C(OC(=O)c1cccs1)C(=O)NCc1ccc2c(c1)OCO2 (stereo not given)
10	Cc1ccc(C)c(S(=O)(=O)N2CCCOC2CNC(=O)C(=O)NCCCn2ccnc2)c1 (stereo not given)
11	COc1ccc(CNc2nc(NCc3ccc(OC)cc3)n(C(=O)c3ccccc3[N+](=O)[O-])n2)cc1
12	Cc1ccc(NCc2nnc(SCC(=O)N3CCc4ccccc43)n2C)cc1
13	O=C(CCl)c1ccc2[nH]c(=O)oc2c1
14	CCN1CCN(C(=O)/C(C#N)=C/c2ccc(OC(F)F)cc2)CC1
15	COC(=O)CCCC1=CC2=C(c3ccccc3)C(=O)C(C)(OC(=O)C3CCCC3)C(=O)C2=CN1C(CO)CO (stereo not given)
16	CC(=O)N/N=C/c1cc(C)n(-c2ccc(Br)cc2)c1C

Compound	9	10	11	12	13	14	15	16
Lipid droplet	5	1	x	x	3	2	14	5
Lipid droplet cells 6.5 µM	730	601	x	x	713	720	745	615
GPR35 antagonists	-10%	2%	-2%	-3%	4%	18%	-1%	-2%
NTR1 agonist	0.3	-0.6	-0.2	2.7	1.5	-2.0	3.0	0.3
NTR1 agonist cell count 20 µM	42	56	55	91	55	48	70	78
Rac1 GTP hydrolysis	1%	1%	1%	3%	13%	7%	6%	1%
T cell modulator	i	i	i	i	i	i	i	i
T cell modulator vesicle-bound %	51	42	13	38	31	33	55	1
LYP phosphatase	-8%	-6%	0%	-2%	-9%	-2%	-10%	-1%
GPR55 LPI antagonism	0%	8%	14%	-5%	0%	2%	-4%	0%
SV40 large T antigen	11%	7%	4%	2%	27%	8%	12%	-2%
GPR55 beta-arrestin	-0.1%	-0.2%	-0.1%	-0.2%	0.2%	-0.4%	-0.1%	0.3%

17	CN(CCCNC(=O)c1cccc(N2CCCC2=O)c1)c1ccccc1
18	Cc1cc(NC(=O)c2ccc3c(c2)OCO3)ccc1NC(=O)c1ccccc1
19	COc1ccccc1NS(=O)(=O)c1ccc2c(c1)NC(=O)C(C)S2 (stereo not given)
20	O=C(NC(=S)Nc1ccccc1N1CCCCC1)c1ccc(F)cc1
21	NC(=O)CSc1nnc(NC(=O)C23CC4CC(CC(C4)C2)C3)s1
22	O=C(CSc1nc2ccccc2s1)NNC(=S)Nc1ccc(Cl)cc1
23	O=C(COc1coc(CN2CCN(Cc3ccccc3)CC2)cc1=O)Nc1ccccc1
24	CNc1oc(C)nc1S(=O)(=O)c1ccccc1

Compound	17	18	19	20	21	22	23	24
Lipid droplet	-49	-11	-26	9	11	-1	x	0
Lipid droplet cells 6.5 µM	468	845	621	720	797	574	x	741
GPR35 antagonists	-10%	-4%	1%	2%	2%	10%	x	0%
NTR1 agonist	-0.8	1.7	0.9	12	2.5	1.2	4.1	-0.1
NTR1 agonist cell count 20 µM	36	57	66	53	71	50	55	74
Rac1 GTP hydrolysis	15%	3%	-3%	9%	4%	7%	1%	5%
T cell modulator	i	i	i	i	i	i	i	i
T cell modulator vesicle-bound %	41	18	44	31	41	42	31	10
LYP phosphatase	-10%	-7%	-9%	-8%	-4%	-2%	x	-12%
GPR55 LPI antagonism	12%	2%	-10%	-13%	4%	16%	x	-6%
SV40 large T antigen	5%	25%	6%	15%	10%	12%	13%	10%
GPR55 beta-arrestin	-0.2%	-0.2%	-0.4%	-0.2%	-0.1%	-0.4%	x	-0.1%

25	COc1cc(-c2nnc3sc(Cc4ccccc4)nn23)cc(OC)c1OC
26	CCc1cccc(CC)c1NC(=O)COC(=O)C1(C)CC1(Cl)Cl (stereo not given)
27	Cc1ccc(-c2nn(-c3ccccc3)cc2CN(Cc2ccccc2)C(=O)c2ccco2)o1
28	C#CCNC(=O)C1=C[C@@H](c2ccc3c(c2)OCO3)[C@H](CCCO)[C@@H](OCC)O1
29	O=C(c1ccccc1)C1C(c2ccccc2)C1[N+](=O)[O-] (stereo not given)
30	O=C(NCc1ccc2c(c1)OCO2)c1c(Cl)cccc1Cl
31	COc1ccccc1CNC(=O)CS(=O)(=O)c1ccccc1
32	CCc1ccc(NC(=S)N2CCN(c3cccc(C(F)(F)F)c3)CC2)cc1

Compound	25	26	27	28	29	30	31	32
Lipid droplet	x	0	-12	9	-6	-2	4	x
Lipid droplet cells 6.5 µM	x	707	688	726	695	837	878	x
GPR35 antagonists	-14%	5%	-6%	-6%	9%	-11%	-8%	16%
NTR1 agonist	19	0.6	12	3.0	0.2	-1.0	0.4	2.6
NTR1 agonist cell count 20 µM	66	54	72	83	59	54	51	77
Rac1 GTP hydrolysis	4%	-3%	9%	5%	-6%	-8%	7%	9%
T cell modulator	i	i	i	i	i	i	i	i
T cell modulator vesicle-bound %	35	25	34	34	24	68	65	50
LYP phosphatase	-7%	-1%	1%	-5%	-12%	-8%	-7%	-2%
GPR55 LPI antagonism	-10%	-7%	2%	-5%	-6%	-5%	18%	-10%
SV40 large T antigen	2%	19%	23%	-2%	-1%	11%	11%	16%
GPR55 beta-arrestin	-0.2%	-0.3%	-0.1%	-0.2%	-0.1%	-0.1%	0.3%	0.0%

33	O=C(c1cc(-c2cccc(O)c2)on1)N1CCCCC1
34	N#C/C(=C\c1ccc(-c2ccccc2)o1)C(=O)Nn1cnnc1
35	COc1ccc(NC(=O)C(NC(C)=O)C(=O)NCc2ccc(F)cc2)cc1 (stereo not given)
36	O=C(CCNC(=O)Cn1ccc2ccccc2c1=O)NCCC1=CCCCC1
37	CC(C)=CCCC(C)CN1CCC(N2CCC(C(=O)N3CCOCC3)CC2)CC1 (stereo not given)
38	CCCCC1(Cc2ccc([N+](=O)[O-])cc2)C(=O)N(c2ccccc2)N(c2ccccc2)C1=O
39	O=C(Nc1cccnc1)c1ccc(C(=O)Nc2cccnc2)cc1
40	C=CCNC(=O)COC(=O)c1ccc(Sc2nncn2C)c([N+](=O)[O-])c1

Compound	33	34	35	36	37	38	39	40
Lipid droplet	-2	x	x	-2	-13	-54	-3	-2
Lipid droplet cells 6.5 µM	584	x	x	675	542	630	687	679
GPR35 antagonists	9%	4%	11%	-22%	0%	18%	2%	11%
NTR1 agonist	1.7	-0.6	2.2	3.8	-1.1	-0.5	-2.6	0.6
NTR1 agonist cell count 20 µM	100	71	43	54	67	60	57	36
Rac1 GTP hydrolysis	-3%	3%	7%	8%	13%	7%	4%	4%
T cell modulator	i	i	i	i	i	i	i	i
T cell modulator vesicle-bound %	37	29	50	23	21	38	24	54
LYP phosphatase	6%	-2%	0%	-5%	-6%	2%	3%	-6%
GPR55 LPI antagonism	6%	18%	13%	0%	6%	51%	0%	2%
SV40 large T antigen	5%	4%	3%	8%	15%	16%	12%	14%
GPR55 beta-arrestin	-0.3%	-0.1%	-0.1%	0.9%	-0.2%	-0.3%	-0.1%	0.0%

41	CN(C)C(=O)CSc1n[nH]c(-c2ccco2)n1
42	CCN(C(=O)COC(=O)c1c(C)noc1C)C1CCS(=O)(=O)C1 (stereo not given)
43	Nc1nnc(SCc2ccc(F)cc2Cl)s1
44	O=C(C1=C[C@@H](c2ccc3c(c2)OCO3)C[C@@H](OCCCCO)O1)N1CCOCC1

Compound	41	42	43	44
Lipid droplet	4	-7	2	3
Lipid droplet cells 6.5 µM	601	669	751	726
GPR35 antagonists	-10%	-5%	2%	2%
NTR1 agonist	1.1	0.0	2.3	2.4
NTR1 agonist cell count 20 µM	81	54	55	54
Rac1 GTP hydrolysis	14%	5%	-9%	6%
T cell modulator	i	i	i	i
T cell modulator vesicle-bound %	62	14	31	47
LYP phosphatase	2%	-7%	3%	-11%
GPR55 LPI antagonism	3%	4%	4%	2%
SV40 large T antigen	x	4%	2%	4%
GPR55 beta-arrestin	-0.1%	-0.5%	-0.2%	0.5%
